Pf Dd2 inh = inhibitors of Plasmodium falciparum Dd2 growth | Potency, µM (top dose mostly 28.9 µM), without a hit: top-dose activity, negative = inhibition, hits mostly inhibitors | P. falciparum Dd2 growth, SYBR Green, 72 h | 120,000 tested, 4.3% active; active = well fitted inhibition curve with a large enough effect; inconclusive = small, poorly fitted or top-dose-only effect; inactive = no such curve, though single readings can be large or run the other way;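 also: plate controls were DMSO vehicle for no effect and reference drug for full effect; nearly all actives have a fitted effect of over 65% in size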
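Readout: SYBR Green fluorescence, 485 nm excitation, 535 nm emission, after ~16 h lysis at 37C. Before that, Dd2-infected red cells (2.5% hematocrit) grew 72 h with compound, 29 uM top final concentration.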
An asterisk follows results filed as active; i = inactive; u = inconclusive; & = joins results of further samples; [ ] = another dose, or the depositor's remark. Potency is read from the fitted curve at half-maximal effect. This is a subset, so the mix of outcomes need not match the whole.

SMILES | Pf Dd2 inh
Cc1ccc(C(=O)N2C[C@@H](Oc3ccccc3)C[C@H]2C(=O)N2CCOCC2)cn1 | 2.0%
C=CCc1cccc2cc(-c3nc4ccc(C(=O)O)cc4[nH]3)c(=O)oc12 | -6.7%
COc1ccccc1NC(=O)[C@@H]1COCC(=O)N1Cc1ccc(OC)c(OC)c1 | 36.5%[activator]
Cc1nnc2n1C(C)CN(C(=O)CCc1nc(-c3ccncc3)no1)C2 (stereo unspecified) | -1.6%
CCOc1cc(-c2nnc(SCC(=O)NC3CCCCC3)nc2-c2ccc(OC)c(OCC)c2)ccc1OC | 14.1%
COc1ccc(OCC(=O)Nc2ccc3c(c2)nc(CCNC(=O)c2ccco2)n3C)cc1 | -22.0%
CC(=O)Nc1nc2c(s1)C[C@@H]1[C@](C)(CO)[C@H](O)CC[C@@]1(C)[C@@H]2CC(=O)N1CCOCC1 | i
Cc1noc(-c2ccc(C(C)(C)C)cc2)c1C(=O)NCCOc1ccccc1 | -9.2%
COc1cncc([C@@H](NC(=O)CCN2CCCCO2)C2CC(O)C2)c1 (stereo partly specified) | -2.8%&-17.9%
CCOC(=O)N1CCC(NC(=O)c2cnn(-c3cccc(Cl)c3C)c2C2CCN(C(=O)OC(C)(C)C)CC2)CC1 | i

3 records drawn at random from those above:
SMILES | Pf Dd2 inh
C=CCc1cccc2cc(-c3nc4ccc(C(=O)O)cc4[nH]3)c(=O)oc12 | -6.7%
COc1ccccc1NC(=O)[C@@H]1COCC(=O)N1Cc1ccc(OC)c(OC)c1 | 36.5%[activator]
CCOC(=O)N1CCC(NC(=O)c2cnn(-c3cccc(Cl)c3C)c2C2CCN(C(=O)OC(C)(C)C)CC2)CC1 | i

The listing continues:
SMILES | Pf Dd2 inh
Cc1ccc2oc(C(=O)Nc3sc4c(c3C(=O)NCc3ccco3)CCC4)cc(=O)c2c1 | i
COc1ccc(Cn2c(C(=O)O)c(CNCc3ccco3)c3ccc(OC)cc32)cc1 | u
COC[C@H]1CCCN1Cc1nc(C2(O)CCN(CC(C)C)CC2)cs1 | i
CCCOc1ccc(C2SCC(=O)Nc3c2c(C)nn3-c2cccc(C)c2)cc1OC (stereo unspecified) | -14.1%
CN(C)C(=O)CN1C(=O)CO[C@H](c2ccc(NC(=O)Nc3ccccc3)cc2)[C@H]1CO | -11.5%[44.1 µM]
Cc1cccc(NC(=O)CSc2nc(-c3ccccc3)cc(=O)[nH]2)c1C | 28.8%
O=C(c1ccncc1)N1CCC2(CC1)CC(c1ccccc1)C(=O)N(C1CC1)C2 (stereo unspecified) | -16.8%
CC(=O)N1CCN(c2nc3c(s2)CC(C(=O)NCCC2CCN(C)CC2)CC3)CC1 (stereo unspecified) | -6.2%
CCNC(=O)N1CC(C(=O)NCc2cccc(C)c2)CC(c2ccc(F)c(C)c2)C1 (stereo unspecified) | -0.4%
COC[C@H]1CCCN1[C@@H]1[C@H](O)[C@H](CO)O[C@@H]1CNCc1cccc(Cl)c1 | u
COc1ccc(C2C(=O)N(C3CCCCC3)CC(=O)N2CCc2ccc(OC)c(OC)c2)cc1 (stereo unspecified) | i
COc1ccc(CCC(=O)NCC2Cn3cccc3C(=O)N2C)cc1 (stereo unspecified) | 18.8%
O=C(Nc1cccc(Cl)c1)N[C@H]1C[C@H]2C(=O)NC[C@@H](CCC(=O)N3CCc4ccccc43)N2C1 | u
C=CCNC(=O)[C@@H]1CCCN1[C@@H](C(=O)NC)c1ccccc1F | 20.2%[44.1 µM]
COCCN1Cc2[nH]nc(-c3cccc(COC)c3)c2CC1=O | -24.6%[44.1 µM]
CN(C)C(=O)N1Cc2ccccc2OC2(CCN(C(=O)Cc3csc(N)n3)CC2)C1 | -27.2%
c1ccc(Nc2cnc3ccc(N4CCOCC4)nn23)cc1 | i
Cc1noc2ccc(-c3ccc(CO)cc3)nc12 | 2.4%[44.1 µM]
O=C1CCCCC(Cc2ccccc2)(C(=O)Nc2cccnc2)N1 (stereo unspecified) | 9.1%
COCCNC(=O)c1ccc(-c2ncc3cnc(-c4cccc(F)c4)cn23)cc1 | i
COC(=O)CNC(=O)N1CCC(c2nc(CCOc3ccc(F)cc3)no2)C1 (stereo unspecified) | -23.6%
COc1ccccc1CN1CCN(C(=O)CCC[C@H]2NC[C@@H]3C[C@H]2CN(Cc2ccccc2)C3)CC1 | u
CC(C)NC(=O)N1CCC2(CC1)CN(C(=O)c1cccc3[nH]ccc13)Cc1ccccc1O2 | u
COc1ccc(CN2CCOc3nc(-c4cccc(NC(C)=O)c4)ncc3C2=O)cc1 | u
O=C(Cc1ccccc1F)NC1CCN(c2cc(-c3ccccc3)[nH]n2)CC1 | i
Cc1ccc(C)c(S(=O)(=O)N2CCCCC2c2noc(COCC3CC3)n2)c1 (stereo unspecified) | u
CC(C)n1cc(C(=O)N2CC[C@H](N3CCOCC3)[C@H](CCC(=O)O)C2)cn1 | 13.4%
CN1C(=O)CCC2(CNC(=O)C3CCC3)CCCC=C12 (stereo unspecified) | 7.7%
C=CCNC(=O)C1CCCN(S(C)(=O)=O)CCC(=O)NCC1 (stereo unspecified) | 16.9%
CC(=O)N1CCN(CC[C@H]2CN(C(=O)c3ccc(C(F)(F)F)cc3)CC[C@H]2CC(=O)O)CC1 | 11.5%
Cc1ccc(C(=O)NC[C@H]2C[C@@H]3CCN2C[C@@H]3c2cc(-c3ccccc3)nn2C)cc1 | u
O=C1CC(c2ccccc2)N(C(=O)CNC(=O)c2ccncc2)CCCCCCN1 (stereo unspecified) | 30.5%[activator]
CCOCCOC1CCN(S(=O)(=O)c2cnn(CC)c2)CC1 | 80.0%
COc1ccc2c(c1)C=C(C(=O)NCc1cc(Br)ccc1OC)CO2 | 14.5%
Cc1cc(C)cc(NC(=O)Nc2cccs2)c1 | u
O=C(c1ccco1)N1CCC(C2CCN(Cc3cccnc3)CC2)C1 (stereo unspecified) | -14.6%
CC(=O)N1CC2(CCCN(C3COC3)C2)Cc2ccccc21 (stereo unspecified) | 7.5%[44.1 µM]
CS(=O)(=O)N1CCC(CC(=O)N2CCCC2)C1 (stereo unspecified) | -9.4%
Cc1ccc(-n2c(SCC(N)=O)nc3c(oc4ccccc43)c2=O)cc1 | 18.0%
COc1cccc(CC(=O)N2CCc3nnc([C@@H]4C[C@@H](O)CN4C(C)C)n3CC2)c1 | -10.7%

The last 3 records of the part before open the next one:
SMILES | Pf Dd2 inh
CS(=O)(=O)N1CCC(CC(=O)N2CCCC2)C1 (stereo unspecified) | -9.4%
Cc1ccc(-n2c(SCC(N)=O)nc3c(oc4ccccc43)c2=O)cc1 | 18.0%
COc1cccc(CC(=O)N2CCc3nnc([C@@H]4C[C@@H](O)CN4C(C)C)n3CC2)c1 | -10.7%
COc1ccc2c(Sc3ccc(C)cc3)c(C(=O)NC(C)c3ccccc3)[nH]c2c1 (stereo unspecified) | -17.4%
N#Cc1cccc(C(=O)N2CCC3(CC2)CC(Cc2ccc(F)cc2)CCO3)c1 (stereo unspecified) | i
O=C(Nc1ccc(C(F)(F)F)cc1)N1CCCC(Cn2cnc3cccnc32)C1 (stereo unspecified) | i
COCc1ccc2c(c1)c(OC(C)(C)C(=O)NC1CC1)nn2Cc1ccccc1 | i
Cc1ccc(NC(=O)C2CCCN(c3nnc(-n4c(C)ccc4C)s3)C2)cc1Cl (stereo unspecified) | -8.3%
Cc1ccc(C)c(NC(=O)Cn2ccn3nc4c(c3c2=O)CCCCC4)c1 | 23.2%
O=C(NCCC1CCN(C(=O)Nc2cccc(F)c2)CC1)c1ccccc1 | u
NC1CCCCN(Cc2cc(-c3ccccc3OC(F)(F)F)no2)C1 (stereo unspecified) | u
COCCNC(=O)c1ccc(OC)cc1OC1CCN(Cc2cccc3cccnc23)CC1 | i
CCN(CC)CC[C@H]1CN(C(=O)c2ccc(OC)cc2)CC[C@H]1CC(=O)O | -11.1%[44.1 µM]

Part of the list above, reformatted:
structure	Pf Dd2 inh
COc1ccc2c(Sc3ccc(C)cc3)c(C(=O)NC(C)c3ccccc3)[nH]c2c1 (stereo unspecified)	-17.4%
O=C(NCCC1CCN(C(=O)Nc2cccc(F)c2)CC1)c1ccccc1	u
Cc1ccc(C)c(NC(=O)Cn2ccn3nc4c(c3c2=O)CCCCC4)c1	23.2%
N#Cc1cccc(C(=O)N2CCC3(CC2)CC(Cc2ccc(F)cc2)CCO3)c1 (stereo unspecified)	i

(cont.)
SMILES | Pf Dd2 inh
Cc1cc(C(=O)N[C@H](C)c2onc(-c3cccnc3)c2C(=O)O)no1 | 9.1%[44.1 µM]
Cc1noc(C)c1Cc1c(C(=O)NCC23CCC=C2N(C)C(=O)CC3)noc1C (stereo unspecified) | -4.6%
CCc1noc(-c2ccc(N3CCCCC3C)c([N+](=O)[O-])c2)n1 (stereo unspecified) | -6.2%
CC(=O)c1cc(-c2ccccc2)n(CCC(=O)Nc2cc(C)cc(C)c2)c1C | -18.0%
CCn1cc2nc(SCc3ccc(F)cc3)n(Cc3ccc(Cl)cc3)c(=O)c2n1 | -3.9%
COc1ccc2c(c1)CCc1c-2n[nH]c1C(=O)N1CCc2nc3cc[nH]n3c(=O)c2C1 | 7.5%[5.79 µM]
N#Cc1cccc(C(=O)Nc2ccc([C@H]3OCC(=O)N(C4CCOCC4)[C@@H]3CO)cc2)c1 | -23.9%
CCn1nc(C)c2c(-c3ccccc3)cc(=O)n(C(C)C(=O)NCCc3ccccc3)c21 (stereo unspecified) | u
Cc1cc(C)n(CC2(Cn3cc(C4CCCNC4)nn3)CC2)n1 (stereo unspecified) | -10.8%
OCc1cccc(-c2cc(-c3ccncc3)c3cncn3c2)c1 | u
O=C(c1ccccc1)N1CCN2C(=O)N(Cc3ccc(F)cc3)C[C@H]2C1 | -10.8%[44.1 µM]
CCCC(=O)N1Cc2ccccc2CC2(CCCN(CCC)C2)C1 (stereo unspecified) | 8.91µM*
O=C(Nc1cccc(F)c1)N1Cc2[nH]cnc2C[C@H]1c1nc(-c2ccc(C(F)(F)F)cc2)no1 | i
CCOC(=O)c1ccc(NC(=O)CC2C(=O)N(c3ccccc3)C(=O)N2Cc2ccc(C)cc2)cc1 (stereo unspecified) | i
O=C(CSc1nnc(-c2cccc(Cl)c2)o1)N1CCc2ccccc21 | 9.2%
O=C(Cn1cc(SCc2cccc(Cl)c2)c2ccccc21)N1CCCCCC1 | 5.1%
Cc1occc1C(=O)N1CCCC(O)(CNC(=O)N2CCOCC2)CC1 (stereo unspecified) | -6.1%
CCOc1ccc(NC(=O)NCCCN2CCN(c3ccc(OC)cc3)CC2)cc1 | i
COc1cccc(NC(=O)Cn2c(-c3ccc(F)cc3)nc(C)cc2=O)c1 | u
COCCN1CCC2(CCC1=O)CN(CCC(=O)N1CCCC1)CCN2C (stereo unspecified) | -2.2%

In another format: entries from further up.
> O=C(Nc1cccc(F)c1)N1Cc2[nH]cnc2C[C@H]1c1nc(-c2ccc(C(F)(F)F)cc2)no1
  Pf Dd2 inh: i
> O=C(c1ccccc1)N1CCN2C(=O)N(Cc3ccc(F)cc3)C[C@H]2C1
  Pf Dd2 inh: -10.8%[44.1 µM]

Continuation:
SMILES | Pf Dd2 inh
Cc1ccc(N2CC(NC(=O)c3ccc(S(=O)(=O)N4CCCC4)cc3)CC2=O)cc1 (stereo unspecified) | i
O=C(O)C[C@@H]1CCN(C(=O)c2ccnc(Cl)c2)C[C@@H]1CCN1CCN(c2ccc(F)cc2)CC1 | -13.8%
CS(=O)(=O)c1ccc(CN2C[C@H](O)C[C@H]2c2nc(-c3ccc4c(c3)OCO4)no2)cc1 | i
CN(C)c1ccc(C(=O)NC[C@H]2C[C@@H]3CCN2C[C@@H]3CN2CCOCC2)cc1 | i
CC(C)C(=O)NCC12CCCC=C1NC(=O)CC2 (stereo unspecified) | -10.4%
CCc1ccc(C(=O)N2CCN(C3CCN(CCc4ccccc4)C3=O)CC2)cc1 (stereo unspecified) | u
COc1cccc(N2C(=O)NC(=NC3CCCC3)C23CCN(C(=O)c2ccc(C)cc2)C3)c1 (stereo unspecified) | u
Cc1ccccc1S(=O)Cc1ccc(C(=O)NCc2ccccc2Cl)o1 (stereo unspecified) | -20.8%
COc1ccc(CC2CN(C(=O)c3ccnc(N)c3)CCO2)cc1 (stereo unspecified) | -9.8%
CCn1ccc(C(=O)N2CCC(Cc3ncc(C)n3CCOC)CC2)n1 | -0.7%
Cc1noc(C)c1C(=O)N1CCC2(CC1)c1[nH]c3ccccc3c1CCN2C | -23.4%
Cc1cc(S(=O)(=O)N(C)CC2CCOC2)ccc1F (stereo unspecified) | -9.0%
CC(=O)Nc1cccc(-c2nc(-c3nnn4c3COC(c3ccc(C)cc3)C4)no2)c1 (stereo unspecified) | i
COc1ccc(S(=O)(=O)c2c(Nc3ccc(C)cc3)sc(C(=O)c3ccc4c(c3)OCO4)c2N)cc1 | u
Cc1ccc(Cn2cc(S(=O)(=O)c3ccccc3)c(=O)c3cc(F)c(N4CCOCC4)cc32)cc1 | 10µM*
COCc1cc(C[C@@H]2CC[C@H](O)[C@@H](CNC(=O)Nc3ccccc3)O2)no1 | 12.9%[44.1 µM]
COc1ccc(NC(=O)O[C@@H]2CO[C@H]3[C@@H]2OC[C@@H]3Nc2nccc(-c3cccc(C#N)c3)n2)cc1 | -19.7%
Cc1ccc(C(=O)N2CCC(Oc3ccc(C(=O)N(C)C)cn3)CC2)cc1F | 28.5%
CC(C)NC(=O)N1Cc2[nH]cnc2C[C@H]1C(=O)NCc1ccc(Cl)cc1 | u
CC1CCN(C(=O)Cn2c(=O)n(CCCCCC(=O)NCc3ccccc3Cl)c(=O)c3sccc32)CC1 | u
c1ccc2c(N3CCN(Cc4cc5n(n4)CCNC5)CC3)nsc2c1 | -7.7%
Cc1ccc(C(=O)N2CCC(Cc3nc(-c4ccccc4)no3)CC2)c(C)c1 | i

Screens: PubChem BioAssay, National Center for Advancing Translational Sciences (NCATS)
